# Screens: PubChem BioAssay, National Center for Advancing Translational Sciences (NCATS)
# KB-3-1 cytotox = kills parental KB-3-1 adenocarcinoma cells. KB-3-1 viability, CellTiter-Glo ATP luminescence, 72 h. Potency, µM (titrated, usually from 46.1 µM), for the others: at the highest dose activity change, negative = cytotoxic, actives largely listed as cytotoxic. 400,000 tested, 1.4% active; further: potency means the concentration at half of the fitted maximal effect; on the % scale 0 is the no-effect control and ±100 the full control effect; nearly all actives have a fitted effect of over 60% in size
#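 Screening of KB-3-1 cells (DMEM, 10% FBS, phenol-red free) ran from lowest to highest compound concentration; after 72 h at 37 °C viability was read luminescently and curves fitted.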
# HT1080-NT tox = kills 2HG-producing HT-1080-NT fibrosarcoma cells. Potency, µM (doses to about 46.1 µM), inactives show top-dose activity, negative = less viability, actives largely listed as cytotoxic. HT-1080-NT fibrosarcoma viability, CellTiter-Glo ATP luminescence, 48 h. 360,000 tested, 1.6% active;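 further: NT is the 2HG producing partner of a matched IDH1 knockdown line; potency means the concentration at half of the fitted maximal effect; 0% = DMSO-treated cells and -100% = media-only wells without cells; nearly all actives have a fitted effect of over 55% in size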
#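 HT-1080-NT; 750 cells/well; 5% FBS RPMI; 48 h compound, 37 degrees C; CellTiter-Glo luminescence; curve fitting and curve-class assignment.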
# IL-1B inflam inh = inhibitors of inflammasome signaling (IL-1 beta secretion). activity change, % at 57.5 µM. 360,000 tested, 4.7% active. THP-1 LPS/ATP IL-1B secretion, AlphaLISA, 16 h; hits give low values. AID 743279; in the data active means activity change below about -50%; inconclusive means mostly about -30% to -49%; further: on the % scale 0 is the no-effect control and ±100 the full control effect
#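 THP-1 cells pretreated 1 hr with compounds (up to 57.5 uM final), then stimulated with LPS (250 ng/mL final) plus ATP (1.25 mM final); secreted IL-1B measured by AlphaLISA after 16 hr, decreased signal indicating inhibition.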
# MCF10A rereplic = inducers of DNA re-replication in MCF 10A breast cells; AID 624296; Potency, µM (top dose mostly 46.1 µM), inactives show at the highest dose activity, positive = re-replication, hits mostly activators; 350,000 tested, 2.9% active; MCF 10A DNA re-replication, Hoechst nuclear intensity, 48 h; further: potency means the concentration at half of the fitted maximal effect; % of control where 0% means no effect; nearly all actives have a fitted effect of over 50% in size
# HT1080 IDH1KD tx = toxicity to HT-1080 IDH1 knockdown cells (counter line) | HT-1080 IDH1 knockdown viability, ATP luminescence, 48 h | AID 686971 | Potency, µM (top dose mostly 46.1 µM), inactives show at the top dose activity, negative = toxicity, usual class: cytotoxic | 360,000 tested, 2% active;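 further: potency means the concentration at half of the fitted maximal effect; 0% = DMSO wells and -100% = cell-free medium wells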
#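 Assay cells: HT-1080 with IDH1 knockdown, 750 per well, RPMI/5% FBS. Exposure: 48 h at 37 °C following 2 h pre-incubation. Read: CellTiter-Glo luminescence; fitted concentration-response, curve class assigned.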
# ATXN viability = cell viability loss in ATXN counter-screen | S2 cells (HEK-293 line with an ATXN2-luciferase reporter) viability, CellTiter-Fluor protease fluorescence, 24 h | Potency, µM (doses to about 56.7 µM), hits mostly cytotoxic | 400,000 tested, 0.49% active; further: potency means the concentration at half of the fitted maximal effect; nearly all actives have a fitted effect of over 40% in size
# KB-V1 MDR tox = KB-V1 MDR subline cytotoxicity. KB-V1 MDR cells viability, CellTiter-Glo, 72 h. Potency, µM (top dose mostly 46.1 µM), for inactives: at the top dose activity change, negative = cytotoxicity, hits mostly cytotoxic. 400,000 tested, 3.4% active; further: potency means the concentration at half of the fitted maximal effect; on the % scale 0 is the no-effect control and ±100 the full control effect; nearly all actives have a fitted effect of over 60% in size
#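 Potencies derive from concentration-effect curves fitted to normalized luminescence (CellTiter-Glo) of KB-V1 cells treated for 72 h at 37 degrees C in phenol-red-free DMEM containing 10% FBS.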
# ATXN2 expr inh = ATXN2 expression inhibition; HEK-293 ATXN2-luciferase reporter, luminescence, 24 h; Potency, µM (series often up to 57 µM), inactives show top-dose activity change, negative = inhibition, usual class: inhibitors; 360,000 tested, 0.72% active; AID 1745845; further: potency means the concentration at half of the fitted maximal effect; on the % scale 0 is the no-effect control and ±100 the full control effect; nearly all actives have a fitted effect of over 55% in size
#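 ATXN2-luciferase reporter cells (luciferase flanked by upstream and downstream ATXN2 gene portions) were treated 24 h at 37 °C with compounds at up to 57 uM. SteadyGlo luminescence gave expression; GF-AFC fluorescence gave viability.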
# SW480 rerep = inducers of DNA re-replication in SW480 colon cancer cells; SW480 DNA re-replication, Hoechst DNA content imaging, 48 h; Potency, µM (series often up to 46.1 µM), without a hit: top-dose re-replication activation, most hits filed as activators; 340,000 tested, 1.8% active; AID 624297; further: potency means the concentration at half of the fitted maximal effect; % of control where 0% means no effect; nearly all actives have a fitted effect of over 55% in size
#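 DNA re-replication was detected as more nuclei of elevated Hoechst intensity after 48 hr exposure to compound (23 nL pinned per well of 250 cells).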
# Starred values were filed as active, the others as inactive; i = inactive; ? = inconclusive; · = not tested or not shown; [ ] = remark or other dose. Unless noted, the call rests on the fitted dose curve; in most records, active means well fitted curve in the direction sought with a large enough effect; inconclusive means small, poorly fitted or top-dose-only effect, or another doubt; inactive means no such curve, though single readings can be large; an effect the other way counts as inactive or inconclusive.
# Preview (2 entries):
SMILES,KB-3-1 cytotox,HT1080-NT tox,IL-1B inflam inh,MCF10A rereplic,HT1080 IDH1KD tx,ATXN viability,KB-V1 MDR tox,ATXN2 expr inh,SW480 rerep
COc1ccc(C2=CC3=C(Br)C(=O)C(C)(OC(=O)c4cccs4)C(=O)C3=CO2)cc1 (centres undefined),-2.3%,4.7%,26.8,-36.7%[inhibitor],12.8%,i,15.1%,0.9%,-46.5%[inhibitor]
COc1ccc(/C=C/C(=O)Nc2cccc(S(=O)(=O)N3CCOCC3)c2)cc1OC,-9.7%,-1.1%,9.8,8.8%,1.1%,i,2.1%,-6.7%,?

# Results, repeating the preview:
SMILES,KB-3-1 cytotox,HT1080-NT tox,IL-1B inflam inh,MCF10A rereplic,HT1080 IDH1KD tx,ATXN viability,KB-V1 MDR tox,ATXN2 expr inh,SW480 rerep
COc1ccc(C2=CC3=C(Br)C(=O)C(C)(OC(=O)c4cccs4)C(=O)C3=CO2)cc1 (centres undefined),-2.3%,4.7%,26.8,-36.7%[inhibitor],12.8%,i,15.1%,0.9%,-46.5%[inhibitor]
COc1ccc(/C=C/C(=O)Nc2cccc(S(=O)(=O)N3CCOCC3)c2)cc1OC,-9.7%,-1.1%,9.8,8.8%,1.1%,i,2.1%,-6.7%,?
CCOC(=O)C1(CC)NC(c2ccc(OC)c(OC)c2)C2C(=O)N(c3cccc(C(C)=O)c3)C(=O)C21 (centres undefined),8.3%,0.9%,9.3,15.1%,4.0%,i,-8.3%,-18.9%,-20.1%
O=C(Cc1ccccc1)NCCSCc1ccccc1,1.8%,13.3%,-2.6,-4.1%,14.7%,i,1.6%,4.4%,-2.0%
CCc1nnc(NC(=O)CSc2nnc(C3CCCCC3)n2-c2cccc(Cl)c2)s1,3.6%,2.6%,-6.9,21.2%,3.8%,i,4.11µM*,8.2%,-10.1%
CCN(CC(=O)N1CCC(C(N)=O)CC1)S(=O)(=O)c1cc(Cl)ccc1Cl,4.4%,15.8%,47.4,-5.9%,10.9%,i,0.0%,12.0%,2.4%
CCOC(=O)N1CCN(CC(=O)Nc2c(C(=O)OC)[nH]c3ccccc23)CC1,2.5%,9.5%,16.9,5.8µM*,-9.0%,i,?,5.2%,-3.9%
CC(NC(=O)Cn1cnc([N+](=O)[O-])n1)c1ccccc1 (centres undefined),1.9%,19.3%,12.7,4.3%,18.0%,i,27.1%,8.4%,-0.3%
COc1ccc(CC2(CO)CCN(Cc3cnn(C)c3)CC2)cc1,-5.8%,8.0%,12.5,6.1%,5.3%,i,-15.6%,-23.7%,-4.4%
CCOC(=O)COc1nc(-c2ccccc2)cc(-c2ccco2)c1C#N,-5.8%,0.1%,6.4,-1.8%,-0.5%,i,-8.6%,-28.8%,-12.8%
O=C(CCN=C1NS(=O)(=O)c2ccccc21)OCc1ccccc1,0.9%,-3.8%,8.3,0.4%,-11.3%,i,-4.5%,-6.3%,-7.0%
Cc1c(C#N)c2ccccc2n1C,?,11.2%,-2.3,-1.9%,6.5%,i,-20.0%,-12.6%,-3.5%
COc1cc(C(=S)N2CCOCC2)ccc1OS(=O)(=O)c1ccc(NC(C)=O)cc1,?,-24.7%,0.0,0.0%,?,i,-24.5%,-19.7%,-4.1%
COc1ccc(C(=O)c2coc3ccc(OC(C)=O)cc23)cc1,0.0%,-3.5%,-9.9,-8.8%,-8.9%,i,1.0%,81.2%[activator],-1.5%
Nc1[nH]c(C(=O)c2ccccc2)c(-c2ccc([N+](=O)[O-])cc2)c1C(=O)NCCc1c[nH]c2ccccc12,?,?,-22.6,·,?,?,23.1µM*,-27.8%,·
CCSCCOC(=O)C1=C(C)NC(=O)NC1c1ccc2c(c1)OCO2 (centres undefined),21.8%,8.4%,-6.0,0.4%,-0.5%,?,?,4.3%,-7.7%
COc1cccc(NC(=O)Cc2csc(NC(=O)Nc3ccccc3OC)n2)c1,4.1%,7.5%,12.4,26.3%,2.7%,?,3.6%,-1.1%,?
COc1ccc(NC(=O)c2nc[nH]c2C(=O)NCC(=O)OC(C)(C)C)cc1,10.6%,6.4%,-7.9,-8.1%,3.4%,?,-2.1%,1.8%,17.0%[9.22 µM]
COc1ccc(NS(=O)(=O)c2cccc(C(=O)N3CCN(Cc4cc(OC)ccc4OC)CC3)c2)cc1,-2.6%,-7.6%,-15.2,6.0%,-6.5%,i,-25.3%,-12.9%,-4.1%
O=C(c1ccc([N+](=O)[O-])cc1)N1CCSC1c1ccccc1 (centres undefined),20.0%,-16.7%,10.5,2.6%,-20.8%,i,-25.5%,-2.1%,-10.0%
COc1ccc(C(=O)COC(=O)CCN=C2NS(=O)(=O)c3ccccc32)c(OC)c1,6.7%,4.3%,2.9,-2.9%,4.2%,?,19.3%,-2.1%,-3.2%
CCOc1cc(C=O)ccc1OCC(=O)N1CCCC1,4.5%,10.9%,8.3,1.8%,3.2%,i,-8.3%,·,-2.8%
Oc1cc(Br)ccc1C=Nc1ccc(N2CCCCC2)cc1,18.1%,4.9%,-14.8,8.1%,-0.6%,?,1.4%,7.3%,-4.8%
Cc1noc(C)c1C(=O)N1CCN(S(=O)(=O)c2cccs2)CC1,·,-2.4%,15.9,0.0%,6.3%,i,·,1.9%,2.1%
CCN1C(=O)[C@H]2[C@@H](c3ccc(C)cc3)N3C(=O)N(c4ccc(C)cc4)C(=O)[C@@]3(C)[C@H]2C1=O,3.4%,9.3%,0.0,10.7%,16.4%,i,1.1%,1.6%,-6.9%

# Later entries.
SMILES,KB-3-1 cytotox,HT1080-NT tox,IL-1B inflam inh,MCF10A rereplic,HT1080 IDH1KD tx,ATXN viability,KB-V1 MDR tox,ATXN2 expr inh,SW480 rerep
Cc1ccc(S(=O)(=O)N2[C@@H](c3ccccc3F)C(C(=O)O)=CC[C@H]2c2cccc(C)c2)cc1,-2.0%,-2.3%,25.8,28.4%,7.8%,i,4.3%,-6.9%,-1.1%
COc1ccccc1CNC(=O)C(NS(=O)(=O)c1ccc2c(c1)oc(=O)n2C)C(C)C (centres undefined),9.7%,10.0%,10.4,10.5%,8.9%,i,3.6%,2.5%,-7.5%
CC(C)(C)CN1C(=O)C(=O)NC[C@H]1Cc1cccc2ccccc12,6.1%,15.0%,-11.2,-2.5%,11.3%,i,-12.2%,7.8%,?
COc1ccc(C(CC(=O)O)NC(=O)OC(C)(C)C)cc1 (centres undefined),1.6%,10.5%,5.9,1.7%,4.3%,i,17.6%,-5.4%,-3.7%
CCN(Cc1ccccc1)C(=O)Cn1c(C(C)O)nc2ccccc21 (centres undefined),4.3%,0.7%,16.5,0.731µM*,2.5%,i,1.2%,4.4%,-32.4%[inhibitor]
COc1ccccc1NC(=O)CSc1nccc(=O)[nH]1,4.0%,13.6%,20.3,1.7%,4.0%,?,15.6%,2.2%,-3.9%
Fc1ccc(C2c3cccn3CCN2C(=S)Nc2cccc(Br)c2)cc1 (centres undefined),?,?,-16.4,23.1µM*,?,i,?,?,-0.9%
Cc1cc(=O)c2n(Cc3ccccc3Cl)nc[n+]2[nH]1,11.0%,3.5%,2.1,?,-9.4%,?,5.4%,2.0%,0.5%
CC(C)NC(=O)N(C)C[C@H]1OCCCC[C@@H](C)Oc2ccc(N(C)C)cc2C(=O)N([C@H](C)CO)C[C@@H]1C,0.0%,-36.4%,0.0,·,-10.7%,i,-10.4%,-8.1%,·
O=C(N/N=C\C=C\c1ccc(Br)cc1)c1ccc2c(c1)OCO2,-2.8%,4.0%,-16.2,12.9%,4.1%,i,3.9%,-13.6%,-6.0%
Cc1ccc(Nc2nc(N)nc(CCl)n2)c(C)c1,?,5.8µM*,-88.7*,?,?,·,?,?,20.6%
CCCc1nc(SCC(=O)N2CCC(Cc3ccccc3)CC2)c2c(=O)n(C)c(=O)n(C)c2n1,0.0%,5.9%,15.8,?,15.2%,?,-4.9%,-2.8%,-1.2%
O=C(NCc1ccco1)C1CCN(S(=O)(=O)c2ccc(-n3cnnn3)cc2)CC1,4.7%,-8.3%,-2.5,3.0%,-2.3%,i,10.1%,-3.5%,0.4%
CC1Oc2ccccc2N(CC(=O)NC2CCCCC2)C1=O (centres undefined),-5.1%,0.7%,-4.1,1.8%,-0.9%,i,8.9%,39.4%[activator],12.7%
Cc1ccccc1NC(=O)C12CC3CCC1(C)C3(C)CO2 (centres undefined),1.1%,9.0%,55.1,0.7%,13.1%,i,-3.2%,7.0%,-22.1%
Cc1ccc(C)c(NC2=CC(=O)CC(C)(C)C2)c1C#N,-3.4%,-2.1%,16.3,1.8%,-1.6%,i,-10.9%,-8.1%,-0.3%[9.22 µM]
CC1=C(C(=O)Nc2ccc(C)cc2)C(c2ccc(C)o2)C2=C(CC(C)(C)CC2=O)N1 (centres undefined),-2.4%,-12.8%,-10.4,5.2%,-2.9%,i,0.0%,-2.2%,25.7%
Cc1cc(S(=O)(=O)N2CCCC(C)C2)ccc1-n1cnnn1 (centres undefined),-9.6%,-0.6%,4.3,-2.1%,-6.1%,i,?,-11.4%,6.9%
Cc1cc(C)n(-c2cccc(Cl)c2C#N)n1,6.2%,5.7%,-2.6,-2.2%,-0.4%,i,14.3%,-21.6%,0.3%
O=C(CCNS(=O)(=O)c1ccccc1)NCCCSc1ccccc1,·,-1.6%,13.1,-4.3%,4.6%,i,·,-9.3%,16.9%

# 3 records drawn at random from the list so far:
SMILES,KB-3-1 cytotox,HT1080-NT tox,IL-1B inflam inh,MCF10A rereplic,HT1080 IDH1KD tx,ATXN viability,KB-V1 MDR tox,ATXN2 expr inh,SW480 rerep
O=C(CCNS(=O)(=O)c1ccccc1)NCCCSc1ccccc1,·,-1.6%,13.1,-4.3%,4.6%,i,·,-9.3%,16.9%
CCN(Cc1ccccc1)C(=O)Cn1c(C(C)O)nc2ccccc21 (centres undefined),4.3%,0.7%,16.5,0.731µM*,2.5%,i,1.2%,4.4%,-32.4%[inhibitor]
COc1ccccc1CNC(=O)C(NS(=O)(=O)c1ccc2c(c1)oc(=O)n2C)C(C)C (centres undefined),9.7%,10.0%,10.4,10.5%,8.9%,i,3.6%,2.5%,-7.5%
